Screens as filed in PubChem BioAssay.
FXIIa inh = human FXIIa protease inhibitors, primary screen, biochemical, 1536-well; inhibition, % at 5 µM; 220,000 tested, 0.3% active; purified FXIIa, Boc-QGR-AMC fluorogenic substrate, 2 h; Coagulation factor XII (Homo sapiens), P00748; in the data active means inhibition above about 40%;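 further: 0% = enzyme with no compound and 100% = blank without enzyme; many of its hits are not listed in these tables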
Target sequence (P00748 20-372 limits assumed): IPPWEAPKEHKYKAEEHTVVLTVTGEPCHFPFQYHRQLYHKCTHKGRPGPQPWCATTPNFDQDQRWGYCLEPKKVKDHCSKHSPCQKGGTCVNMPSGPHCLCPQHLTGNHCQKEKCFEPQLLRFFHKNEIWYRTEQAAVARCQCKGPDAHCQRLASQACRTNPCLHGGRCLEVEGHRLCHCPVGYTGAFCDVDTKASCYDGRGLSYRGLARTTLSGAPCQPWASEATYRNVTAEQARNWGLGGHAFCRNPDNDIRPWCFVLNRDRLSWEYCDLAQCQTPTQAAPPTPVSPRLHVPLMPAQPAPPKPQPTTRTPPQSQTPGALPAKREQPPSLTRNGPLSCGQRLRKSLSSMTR
Target sequence (P00748 373-615 limits assumed): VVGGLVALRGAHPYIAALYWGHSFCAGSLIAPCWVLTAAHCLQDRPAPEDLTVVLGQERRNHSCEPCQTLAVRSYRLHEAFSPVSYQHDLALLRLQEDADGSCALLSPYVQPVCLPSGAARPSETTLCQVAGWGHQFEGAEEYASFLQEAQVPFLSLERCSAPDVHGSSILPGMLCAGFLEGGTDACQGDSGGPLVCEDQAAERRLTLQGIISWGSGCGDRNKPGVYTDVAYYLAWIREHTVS
Hck-Nef inh = inhibitors of Nef-activated human Hck kinase, primary screen, biochemical, Z-Lyte FRET, 384-well, Hck-YEEI; inhibition, % at 20 µM; Tyrosine-protein kinase HCK (Homo sapiens), P08631; 220,000 tested, 0.68% active; Recombinant Hck-YEEI plus Nef, Z-Lyte FRET kinase assay; AID 463187, 2010;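 active means Hck-Nef kinase inhibition above about 50%, limit read from the data; inactive means inhibition below that limit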;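 further: 0% = DMSO with Hck plus Nef and 100% = Hck alone without Nef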
KCC2 mod = KCC2 cotransporter modulators, thallium flux, primary screen, cell-based, HEK293 KCC2, FluoZin-2 fluorescence, MLSMR; AID 1456, 2008; B-score of Tl+ flux slope (higher = more flux/activation; lower = inhibition) at 10 µM; 190,000 tested, 2.2% active; KCC2 cells, thallium flux FluoZin-2 fluorescence;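 active means thallium flux slope and its plate-corrected score both differing from the plate sample mean at a set confidence after two filtering rounds, in either direction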;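 further: slope of fluorescence scaled to starting intensity during 10 to 20 s after thallium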
Rad51 HR inh = human RAD51 strand exchange inhibitors, primary screen, biochemical, fluorescence | AID 1385, 2008 | 200,000 tested, 0.085% active | hRad51 DNA strand exchange, fluorescence dequenching | DNA repair protein RAD51 homolog 1 (Homo sapiens), Q06609 | inhibition, % at 10 µM;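 active means inhibition above 40% at the single screening dose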;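 further: 0% = DMSO control wells and 100% = blanks with heterologous ssDNA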
Target sequence (Q06609 whole entry, looked up): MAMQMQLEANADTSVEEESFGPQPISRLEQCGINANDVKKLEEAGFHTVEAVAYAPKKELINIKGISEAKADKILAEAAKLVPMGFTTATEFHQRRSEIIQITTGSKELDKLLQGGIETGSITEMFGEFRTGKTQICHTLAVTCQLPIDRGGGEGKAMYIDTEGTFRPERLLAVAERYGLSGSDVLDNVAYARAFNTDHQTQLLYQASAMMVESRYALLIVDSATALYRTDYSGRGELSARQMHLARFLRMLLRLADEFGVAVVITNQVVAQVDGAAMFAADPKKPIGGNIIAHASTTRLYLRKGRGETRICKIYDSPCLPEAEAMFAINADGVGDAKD
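Material: Human Rad51 nucleoprotein filaments preassembled on unlabelled ssDNA | Also added: Labelled 47-mer dsDNA for strand exchange | Dosing: Single dose, 10 µM final compound | Schedule: 30-min compound preincubation and 15-min exchange, both room temperature | Technique: Fluorescence dequenching at 485/520 nm | Measure: Percent inhibition relative to plate controls and blanks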
FXIa inh 1536 = human FXIa protease inhibitors, primary screen, biochemical, 1536-well; Coagulation factor XI (Homo sapiens), P03951; inhibition, % at 5 µM; 220,000 tested, 0.14% active; AID 798, 2007; purified FXIa, Boc-Glu-Ala-Arg-AMC fluorogenic substrate;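 active means inhibition of at least 40%; inactive means inhibition below 40%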;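 further: fluorescence of freed AMC excited at 355 nm; 0% = enzyme without compound and 100% = no enzyme blank; many of its hits are not listed in these tables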
KLK5 inh = human KLK5 protease inhibitors, primary screen, biochemical, 1536-well; Kallikrein-5 (Homo sapiens), Q9Y337; recombinant hK5, fluorogenic AMC substrate cleavage; inhibition, % at 5 µM; 210,000 tested, 0.59% active;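 active means inhibition of 40% or more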;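 further: 0% = enzyme controls without compound and 100% = no-enzyme blanks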
TNF necrop inh = inhibitors of TNF-alpha triggered necroptosis, primary screen, cell-based, Jurkat FADD-/-, single concentration; AID 463075, 2010; 220,000 tested, 0.068% active; Jurkat FADD-/- TNF necroptosis rescue, ATP luminescence, 24 h; 0 = TNF only, 100 = no-TNF cells; activation (protection from cell death), % at 10 µM;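 active means activation, meaning protection from cell death, of at least 50% relative to plate controls; inactive means activation below 50%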;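 further: necroptosis triggered by 40 ng/mL TNF-alpha added together with compound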
zVAD death inh = inhibitors of zVAD-triggered necroptosis, primary screen, L929 cells; L929 zVAD necroptosis rescue, ATP luminescence, 24 h; with zVAD 60 µM; 220,000 tested, 0.38% active; AID 1377, 2008; viability rescue, % at 10 µM;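 active means activation, scaled between plate controls, above about 75%, limit read from the data; inactive means activation under that limit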;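 further: 0% = zVAD with DMSO and 100% = DMSO alone without zVAD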
Thrombin inh = human alpha-thrombin inhibitors, primary screen, counter-screen for coagulation protease inhibitor project, biochemical, 1536-well, fluorogenic AMC substrate; Boc-VPR-AMC fluorogenic substrate cleavage; 220,000 tested, 0.26% active; inhibition, % at 5 µM;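 active means inhibition at or above 40%; inactive means inhibition below 40%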;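 further: 0% = enzyme with no compound and 100% = wells without enzyme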
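Material: human alpha-thrombin protein; Also added: Boc-VPR-AMC substrate, 15 µM final; Timing: enzyme reaction carried out at room temperature; Signal: fluorescence, ex 355 nm, em 460 nm; Measure: % inhibition of thrombin; Controls: enzyme without compound as high, wells lacking enzyme as low.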
Starred values were filed as active, the others as inactive; / = no result given. Some of the compounds tested (hit frequency here may not be typical).

SMILES	FXIIa inh	Hck-Nef inh	KCC2 mod	Rad51 HR inh	FXIa inh 1536	KLK5 inh	TNF necrop inh	zVAD death inh	Thrombin inh
Cc1ccn2c(CNCCn3nc(C)cc3C)c(C(=O)N3CCCCCC3)nc2c1	6	5	0.54	-3	-3	-7	1.8	0.2	14
O=c1c2ccccc2nnn1CSc1nnnn1-c1ccccc1	9	1	-0.7	-3	7	0	-0.1	0.2	0
C=CCc1cccc2cc(C(=O)O)c(=O)oc12	12	-1	-0.78	5	-7	-7	0.7	0.4	2
O=C(N/N=C/c1cc(Cl)ccc1O)c1ccncc1	7	-3	-1.3	-44	5	2	-12	1.6	2
CCOC(=O)CNC(=O)c1ccc(C#CC2(O)CCCCC2)cc1	8	4	-0.91	/	3	-5	2.4	1.0	0
CCn1c(=N)n(CC(O)c2cccs2)c2ccccc21 (stereo not drawn)	7	20	0.6	3	0	4	1.0	-1.4	-2
Cn1nnnc1SCC(=O)Nc1ccc(Oc2ccc(Cl)cc2)cc1	4	2	1.4	-4	-1	12	-2.0	0.4	-3
O=C(NCCCN1CCOCC1)C(=O)NCCc1ccccc1	7	2	-0.21	6	-3	-11	0.6	3.6	4
NS(=O)(=O)c1ccc(NCc2cc(Cl)ccc2OCc2ccccc2F)cc1	17	-1	/	0	3	-11	-3.1	0.0	-2
O=c1c(C(c2c(O)nc3n(c2=O)CCS3)c2cccc3ccccc23)c(O)nc2n1CCS2	15	0	1.2	-2	-18	14	-5.5	-0.1	5
Fc1ccc(CN2C3=NCCN3c3ccccc32)cc1	5	-2	0.013	/	1	1	3.0	-0.9	-3
O=C(Nc1nnc(Cc2ccc(Cl)cc2)s1)c1ccco1	10	1	/	-6	-2	-7	-0.2	0.5	-4
O=C(/C=C/c1ccc[nH]1)c1ccccc1	7	21	0.053	-14	-1	-1	0.9	13	-6
Cc1cc(O)c(NC(=O)c2cccc([N+](=O)[O-])c2)cc1C	-1	25	1.3	6	-4	-7	-1.0	0.0	-7
OC(CN1CCN(c2ccccc2)CC1)Cn1c2ccccc2c2ccccc21 (stereo not drawn)	17	1	1.3	-3	6	-5	2.8	0.2	0
O=C(COC(=O)CCS(=O)(=O)c1ccc(Cl)cc1)NC1CCCCC1	9	0	/	-13	1	-3	0.0	-0.1	-2
COc1ccc(CNC(=O)COC(=O)c2ccc(F)c(S(=O)(=O)N3CCCCC3)c2)cc1OC	10	14	-1.4	0	3	4	-0.9	0.6	4
O=C(N/N=C/c1ccccc1OC(=O)c1ccc2c(c1)OCO2)c1cccc(F)c1	-6	2	-0.081	17	-11	-10	-5.1	/	-7
COc1cc(-c2nc3n(n2)C(c2cccc(OC)c2OC)C2=C(CCCC2=O)N3)cc(OC)c1OC (stereo not drawn)	9	0	/	-3	-1	5	-1.7	-0.8	-6
C=CCn1c(=S)[nH]c2scc(-c3cccs3)c2c1=O	3	-19	89*	3	-3	2	-1.0	1.1	7
Nc1nonc1N1CCCCC1	1	0	0.9	-1	-18	-55	-0.7	-0.5	-5
CN(C)c1c(N)[nH]c2c(c1=O)c(=O)n(C)c(=O)n2C	-4	-1	-1	1	-10	-20	-0.1	0.2	-15
CCOC(=O)N1CCN(C(=O)CSc2ccc(Cl)cc2)CC1	2	1	-1.1	4	-3	0	-3.9	-0.4	-7
Cc1cc(C)nc(/N=C(/NC(=O)c2ccccc2)Nc2ccccc2)n1	27	1	/	2	19	-2	-0.4	-0.6	-1
CC(=O)Nc1ccc(S(=O)(=O)N[C@@H](C)C(=O)OCc2cc([N+](=O)[O-])cc3c2OCOC3)cc1	6	30	-0.1	/	0	4	-0.3	0.0	5
CCN(Cc1ccccc1)S(=O)(=O)c1ccc(C(=O)N2CCN(c3nc4ccccc4s3)CC2)cc1	8	2	1.2	1	4	-12	-2.8	0.2	-7
CCCc1nc2ccccc2n2cc3c(=O)n(C)c(=O)n(C)c3c12	/	5	1.1	/	/	/	-0.4	-0.9	/
Cc1ccc(C)c(NC(=O)CSc2nnc(-c3ccncc3)o2)c1	0	2	1.1	/	1	0	2.1	1.2	-7
CCOC(=O)C1CCN(C(=O)c2sc3nc(C)nc(N4CCC(C)CC4)c3c2C)CC1	15	-2	-0.86	-1	7	1	-3.8	0.4	1
FC(F)Oc1ccc(NC(=S)Nc2ccc3cn[nH]c3c2)cc1	13	1	-0.52	-3	2	-3	-7.0	13	23
Cc1cc(/C=C(\C#N)C(=O)NCCc2c[nH]c3ccccc23)c(C)n1C	9	6	-2.1	8	3	-21	3.2	1.3	-5
O=C(CC(C(=O)O)c1ccccc1)c1cccs1 (stereo not drawn)	14	15	/	22	4	1	-1.6	0.0	1
Cn1c2c(c(=O)n(C)c1=O)C(c1cccc(Br)c1)C1C(=O)c3ccccc3C1=N2 (stereo not drawn)	/	0	-0.61	/	/	/	-1.1	0.0	/
CC(=O)Nc1ccc2c(c1)nc(CCN1CCN(C)CC1)n2C	1	-2	-0.14	-4	-6	-8	0.1	-0.2	-7
CC1CCN(C(=O)c2ccccc2NC(=O)c2cccc(S(=O)(=O)N3CCOCC3)c2)CC1	-9	1	-0.044	-12	5	-5	1.0	0.0	-5
COC(=O)c1ccc(Cn2cnc3c(cnn3-c3ccc(F)cc3)c2=O)o1	7	0	/	-1	3	6	0.9	0.4	14
O=C(C1CCCN(S(=O)(=O)c2ccccc2)C1)N1CCCCCC1 (stereo not drawn)	14	-3	-0.25	/	9	-4	1.0	/	3
CCC(=O)NC(c1ccccc1)c1nc2ccccc2[nH]1 (stereo not drawn)	29	-9	1.1	-11	18	-20	0.3	-0.3	2
CC(C)Oc1ccc(C(=O)OC(C)C(=O)Nc2nc(-c3cccc([N+](=O)[O-])c3)cs2)cc1 (stereo not drawn)	13	-4	-0.05	12	-3	-7	9.8	2.0	-1
CSCC[C@H](NC(=O)C1CCN(S(=O)(=O)c2ccc(C)cc2)CC1)C(=O)NC1CCS(=O)(=O)C1 (stereo partly drawn)	5	-2	0.45	/	-6	-7	-0.9	/	-3
Cc1cc(C)c(C(=O)CSc2nnc(C)s2)c(C)c1	9	6	1.7	4	2	2	0.3	0.8	0
Cc1ccccc1NC(=O)COC(=O)c1ccc(S(C)(=O)=O)c([N+](=O)[O-])c1	11	34	-2	9	4	2	-1.6	5.7	3
CC(C)CCNC(=O)CN(C(=O)CCC(=O)Nc1ccccn1)c1ccc(F)c(Cl)c1	8	-13	-0.054	1	-4	-3	-1.4	0.2	-11
CCOC(=O)CNC=C(C(=O)OCC)C(=O)OCC	13	-1	0.22	-6	-1	-9	-2.6	0.2	-14
O=c1cc(N2CCCCC2)nc2n1CCCS2	1	0	/	-3	5	-26	-0.4	5.0	0

Three of the entries above in order of the FXIa inh 1536 value, low to high:
Compound	FXIa inh 1536
CSCC[C@H](NC(=O)C1CCN(S(=O)(=O)c2ccc(C)cc2)CC1)C(=O)NC1CCS(=O)(=O)C1 (stereo partly drawn)	-6
CC(C)CCNC(=O)CN(C(=O)CCC(=O)Nc1ccccn1)c1ccc(F)c(Cl)c1	-4
O=C(C1CCCN(S(=O)(=O)c2ccccc2)C1)N1CCCCCC1 (stereo not drawn)	9

Following part
SMILES	FXIIa inh	Hck-Nef inh	KCC2 mod	Rad51 HR inh	FXIa inh 1536	KLK5 inh	TNF necrop inh	zVAD death inh	Thrombin inh
OCCNC(=S)Nc1ccc2nsnc2c1	5	28	-1.1	10	-5	-12	-1.6	1.8	1
Cc1coc2c1c(C)cc1oc(=O)c(Cc3ccccc3)c(C)c12	3	0	-0.17	-5	-6	-5	-2.4	-0.5	-3
Cc1noc(N)c1C(=O)Nc1ccccc1F	4	0	-0.0014	0	-2	-2	-0.3	-0.4	0
O=C(CN(C1CC1)S(=O)(=O)c1ccc(S(=O)(=O)NC2CCCCC2)cc1)Nc1ccccc1	4	-1	-1.4	9	-7	4	-3.2	-0.1	-8
O=C(CSc1nnc2n1CCCN2)c1ccccc1	4	-21	-0.092	2	9	4	0.2	-0.4	-2
CSCC[C@H](NC(=O)c1ccc(Cl)c(S(=O)(=O)N2CCCC2)c1)c1nc2ccccc2[nH]1	9	0	-0.88	5	6	2	0.3	0.2	1
O=c1[nH]nc(-c2ccc(F)cc2)cc1Cc1ccccc1	12	28	-1.6	/	2	2	-1.1	-1.0	-2
CCCCOC(=O)CCCN1C(=O)/C(=C2\SC(=S)N(CCCC(=O)OCCCC)C2=O)SC1=S	17	27	0.0074	7	3	9	-11	-1.6	11
Cc1cccc(NC(=O)CC2C(=O)NCCN2C(=S)Nc2ccccc2)c1 (stereo not drawn)	17	0	/	8	3	-12	-1.5	-0.3	-1
Cc1ccc(/C=N/NC(=O)CCCOc2ccc(Cl)cc2Cl)cc1	6	3	1	/	1	-23	-4.2	1.7	-8
CC(CCCC(C)(C)O)NCCO (stereo not drawn)	/	0	/	-1	/	/	-0.1	0.9	/
CCOC(=O)CN(C(=O)CSc1nnc2c(n1)[nH]c1c(C)cc(C)cc12)c1ccccc1	17	-2	-0.49	0	-4	-3	-0.6	-0.6	3
CC(=O)C(Sc1nc(N2CCOCC2)nc(N2CCOCC2)n1)C(=O)Nc1ccccc1 (stereo not drawn)	15	7	-0.18	8	5	-23	0.4	-0.4	1
CCCCC(C(=O)NC(=O)NCc1ccccc1)N1C(=O)c2ccccc2C1=O (stereo not drawn)	-6	14	-0.21	3	-8	-11	0.6	0.2	-7
CCOCCCNCc1c(Cl)cccc1Cl	12	2	0.64	-1	-2	-4	0.5	-0.7	-11
O=C(CC1(O)C(=O)Nc2ccc(Br)cc21)c1ccc2c(c1)OCO2 (stereo not drawn)	15	1	2.3	-5	4	-5	-6.2	-0.3	50*
Cc1cc(C)cc(NC(=S)/C(=C(\[O-])c2ccc(Cl)cc2Cl)[n+]2ccccc2)c1	4	18	1.2	0	-2	1	-3.1	-0.9	-5
O=C(CN1C(=O)c2ccccc2S1(=O)=O)Nc1ccc(S(=O)(=O)N2CCCC2)cc1	-3	3	2.2	-2	-5	-9	-2.0	0.2	-7
CN(C)CCN=Cc1c(O)n(Cc2ccccc2)c(=O)c2ccccc12	-4	24	0.5	8	1	-3	3.1	0.1	-3
N=c1ccn(Cc2ccccc2Cl)cc1	11	-2	/	12	11	-21	-8.1	0.5	3
Cc1cccc(N2CCN(C(=O)Cc3ccc(-n4c(=O)[nH]c5ccsc5c4=O)cc3)CC2)c1C	7	2	-2.1	/	6	-27	1.9	2.2	-5
